ALOX12 inh = ALOX12 (human) lipoxygenase inhibition; purified 12hLO, xylenol orange hydroperoxide absorbance; Potency, µM (doses to about 108 µM), inactives show top-dose activity change, negative = inhibition, actives largely listed as inhibitors; P18054; 580,000 compounds, 1.1% hits; active means well fitted inhibition curve with a large enough effect; inconclusive means small, poorly fitted or top-dose-only effect, or another doubt; inactive means no such curve, though single readings can be large or run the other way
Target sequence (P18054 whole entry, looked up): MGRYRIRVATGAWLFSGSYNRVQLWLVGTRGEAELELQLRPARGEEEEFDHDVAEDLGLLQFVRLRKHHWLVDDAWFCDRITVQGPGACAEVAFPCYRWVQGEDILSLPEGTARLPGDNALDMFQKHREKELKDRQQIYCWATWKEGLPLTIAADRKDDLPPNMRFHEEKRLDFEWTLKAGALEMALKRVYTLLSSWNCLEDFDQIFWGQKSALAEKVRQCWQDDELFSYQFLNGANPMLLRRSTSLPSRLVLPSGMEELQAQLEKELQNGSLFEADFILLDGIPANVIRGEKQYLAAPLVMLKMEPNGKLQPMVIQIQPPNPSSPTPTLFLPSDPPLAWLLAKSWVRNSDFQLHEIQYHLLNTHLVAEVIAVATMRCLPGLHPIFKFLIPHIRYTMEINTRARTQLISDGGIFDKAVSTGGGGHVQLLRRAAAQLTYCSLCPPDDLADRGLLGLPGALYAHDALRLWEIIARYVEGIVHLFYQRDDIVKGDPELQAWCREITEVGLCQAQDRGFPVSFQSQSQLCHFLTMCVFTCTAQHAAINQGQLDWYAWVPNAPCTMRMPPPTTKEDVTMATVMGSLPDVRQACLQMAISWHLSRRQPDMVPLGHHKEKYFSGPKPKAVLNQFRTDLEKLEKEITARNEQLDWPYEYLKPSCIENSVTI
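Hydroperoxide product was detected by ferrous iron/xylenol orange as the 573 to 405 nm absorbance ratio. Arachidonic acid at 40 uM (final) was turned over for 30 min at room temperature by 150 nM human 12hLO, pH 7.0 Hepes buffer, after 15 min compound preincubation.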
An asterisk follows results filed as active; u = inconclusive; [ ] = another dose, or the depositor's remark. On the % scale 0 is the no-effect control and ±100 the full control effect; potency means the concentration at half of the fitted maximal effect.

Start of the listing, in advance (5 entries):
| ALOX12 inh | Structure |
| --- | --- |
| u | O[C@@H]1C[C@@H](c2nc(Cc3ccccc3)no2)N(Cc2cc3ccccc3o2)C1 |
| 53%[activator] | CCC(=O)N1CCCN(S(=O)(=O)c2ccccc2)CCC(=O)NCC1 |
| 4% | CCC(NC(C)=O)c1cccs1 (stereo unspecified) |
| 16% | CCCCN(CCCC)C(=O)C1CC(=O)OC12CCOC(C)(C)C2 (stereo unspecified) |
| 2%[22.9 µM] | CCCCCCCCCCCCCC[N+](C)(C)C |

The whole of this part, previewed entries included:
| ALOX12 inh | Structure |
| --- | --- |
| u | O[C@@H]1C[C@@H](c2nc(Cc3ccccc3)no2)N(Cc2cc3ccccc3o2)C1 |
| 53%[activator] | CCC(=O)N1CCCN(S(=O)(=O)c2ccccc2)CCC(=O)NCC1 |
| 4% | CCC(NC(C)=O)c1cccs1 (stereo unspecified) |
| 16% | CCCCN(CCCC)C(=O)C1CC(=O)OC12CCOC(C)(C)C2 (stereo unspecified) |
| 2%[22.9 µM] | CCCCCCCCCCCCCC[N+](C)(C)C |
| 28µM* | CCNc1nc(-c2ccc(NC(C)=O)cc2)cs1 |
| -14% | Cc1nc2cc(NC(C)C(=O)Nc3ccc(C#N)cc3)ccc2o1 (stereo unspecified) |
| u | CN(C)C(=S)SCc1cc(C(C)(C)C)c(O)c(C(C)(C)C)c1 |
| 5% | CCC1c2nccn2CCCN1C(=O)COc1cccc(C)c1 (stereo unspecified) |
| 54%[activator][176 µM] | CC(C)(C)C(=O)N1CC[C@H]2CC(=O)N(C3CCCCC3)CC[C@H]2C1 |
| 4% | Cc1cc(C)c(OCC(=O)Nc2ccc3oc(C)nc3c2)c(C)c1 |
| u | OC(CC#CCN1CCCC1)(c1ccccc1)c1ccc(-c2ccccc2)cc1 (stereo unspecified) |
| -104% | O=C1CCSc2ccc(C(=O)NNC(=O)c3ccccn3)cc2N1 |
| 45%[activator] | COc1ccccc1C1CC(=O)N(c2cccc(F)c2)C2=C1C(=O)OC2 (stereo unspecified) |
| -3% | COCCN(CCOC)c1ncnc2c1c(-c1ccccc1)cn2-c1cccc(C(F)(F)F)c1 |
| 13%[176 µM] | Fc1ccc(-c2nnc3ccc(NCC4CC4)nn23)nc1 |
| 9% | COc1cccc(C(=O)N2CCC(c3n[nH]c(=O)n3Cc3ccc(F)cc3)CC2)c1 |
| -24% | CNC(=O)NC(=O)C(c1ccccc1)N(C)Cc1ccc(C)cc1 (stereo unspecified) |
| -5% | CC/C(=N\NC(=O)C1CC1c1ccccc1)c1ccc(C)cc1 (stereo unspecified) |
| 17% | O=C(CCc1cccnc1)NCc1ccccn1 |
| 3% | COc1ccc(C2CC(=O)N(CC(=O)Nc3cc(C)cc(C)c3)c3ccccc3S2)cc1OC (stereo unspecified) |
| -22% | O=C(NCc1ccncc1)[C@@H]1CCCN1C(=O)[C@@H]1CCCN1C(=O)c1cccs1 |
| 29% | CN(CC1CCOC1)C(=O)Nc1cc(F)cc(F)c1 (stereo unspecified) |
| 4%[6.33 µM] | O=C(NCc1cccnc1)c1nc(-c2ccc(Cl)nc2)c2cnccn12 |
| -1% | COc1ccc(CCNc2ncnc3c2CN(c2ccccc2F)C(=O)CN3C)cc1 |
| u | CCN(CC)C(=O)CN(C1CCCCC1)S(=O)(=O)c1ccc(Br)cc1 |
| -39% | Cn1c(=O)c2c(nc(SCCN3CCCCC3)n2Cc2cccc3ccccc23)n(C)c1=O |
| 1%[6.33 µM] | COc1ccccc1C(=O)N1CCCC(c2nnc3n2C(C(=O)O)CC3)C1 (stereo unspecified) |
| 25% | COc1ccc(Cn2c(Oc3ccc(C)c(C)c3)nc3c2c(=O)n(C)c(=O)n3C)cc1 |
| 9% | COC(=O)c1sc(NC(=O)c2csc3ccccc23)nc1C |
| 0% | O=C(Nc1ccc(C23CC4CC(CC(c5ccccc5)(C4)C2)C3)cc1)c1ccc(-c2ccccc2)cc1 |
| 40%[activator] | O=C(Cn1nnnc1CN1CCOCC1)N1CCN(c2ccc(Cl)cc2)CC1 |
| -5% | COC(=O)C[C@H]1C=C[C@H](NC(=O)c2ccc(F)cc2)[C@@H](CO)O1 |
| 39%[activator] | Fc1ccc(CCc2nc(C3CCOC3)no2)cc1F (stereo unspecified) |
| -44% | O=c1[nH]c(=O)n(Cc2ccccc2)c2c1CN(Cc1ccccc1)CN2 |
| -9% | COc1ccc(-n2c(SCC(=O)N(C)c3ccccc3)nc3[nH]ncc3c2=O)cc1Cl |
| 66%[activator] | O=C(c1cc2cc(Br)cc(Br)c2oc1=O)N1CCc2ccccc2C1 |
| 6% | CCc1ccccc1Oc1cnn(-c2ccc(C(F)(F)F)cn2)c(=O)c1Cl |
| 4% | COc1cccc(NC(=O)N2CCC(OC3CCN(S(C)(=O)=O)CC3)CC2)c1 |
| -6% | C[C@H](NC(=O)c1ccc2nc(-n3cccc3)sc2c1)C(=O)NCc1ccco1 |
| 2% | Cc1ccc(S(=O)(=O)N2CCN(Cn3ncc4ccccc4c3=O)CC2)cc1 |
| u | Cc1ccc(C(=O)[C@@H]2[C@@H]3CCCN3[C@]3(C(=O)Nc4c(Cl)cccc43)[C@@]23C(=O)Nc2ccccc23)cc1 |
| u | O=C(Nc1cccc(Cl)c1)c1cnc(N2CCOCC2)c2ccccc12 |
| 56%[activator] | COC[C@H]1CCCN1C(=O)CC[C@H]1CNC(=O)[C@@H]2[C@@H](CCN2Cc2ccc(O)cc2)N1C |
| 24% | Cc1ccc(CC(=O)N2CCC3(CC2)N=C(c2ccc(C)cc2)NO3)cc1 |
| -2% | CC(C)(C)c1csc(NC(=O)C2CCN(c3ccc(C#N)cn3)CC2)n1 |
| 0% | Cc1ccc(C(=O)Nc2cccc(CCC(=O)N(C)C)c2)cc1 |
| 45µM* | COc1cccc(-c2nc3cc(NC(=O)c4ccc(C)c([N+](=O)[O-])c4)ccc3o2)c1 |

Sorted by the number under ALOX12 inh (lowest first): four from the list above
| ALOX12 inh | Structure |
| --- | --- |
| -2% | CC(C)(C)c1csc(NC(=O)C2CCN(c3ccc(C#N)cn3)CC2)n1 |
| 0% | Cc1ccc(C(=O)Nc2cccc(CCC(=O)N(C)C)c2)cc1 |
| 2% | Cc1ccc(S(=O)(=O)N2CCN(Cn3ncc4ccccc4c3=O)CC2)cc1 |
| 24% | Cc1ccc(CC(=O)N2CCC3(CC2)N=C(c2ccc(C)cc2)NO3)cc1 |

(cont.)
| ALOX12 inh | Structure |
| --- | --- |
| 13µM* | COc1ccc(OCCCC(=O)Oc2ccc3oc4ccccc4c3c2)cc1 |
| 8% | c1cncc(OC2CCN(Cc3ccc4c(c3)CN(Cc3ccc5c(c3)OCCO5)CCO4)CC2)c1 |
| 11% | COCCn1c(=O)n([C@H]2CCCN(C(=O)c3cc(C)n(C)n3)C2)c2ncccc21 |
| 35µM* | Clc1cccc(-c2nn3c(-c4ccc5ccccc5n4)nnc3s2)c1 |
| 23% | O=C(Nc1ccccc1)C1CC(c2ccccc2)CN(C(=O)NCc2ccccc2)C1 (stereo unspecified) |
| 30% | Cc1ccc(NCC(=O)N2CCN(S(=O)(=O)c3ccc4ccccc4c3)CC2)c(F)c1 |
| 84%[activator] | CC(C)CNC(=O)C(NC(=O)CC(C)C)C1CCN(C(=O)c2cccc(Br)c2)CC1 (stereo unspecified) |
| 135%[activator] | C=CCOc1ccc(CN(C)C(=O)c2n[nH]c(=O)c3ccccc23)cc1 |
| u | COc1ccc(OC)c(-c2nnc3ccc(-c4ccc(OC)c(O[C@@H]5CCOC5)c4)nn23)c1 |
| 20% | COc1ccc(CN2CCC3(CC2)CC(c2cccnc2)=NO3)cc1 |
| 20% | CCCc1cc(=O)oc2cc(C)cc(OC(C)C(=O)NCCCO)c12 (stereo unspecified) |
| 32%[activator][176 µM] | O=C1NC2(CCN(C(=O)c3ccc(F)cc3)CC2)Oc2ccccc21 |
| 2% | O=C(Cc1cccnc1)N1CCCCCCn2c(nnc2-c2ccc(F)cc2)CC1 |
| u | CN(CC(=O)Nc1ccc(Cl)cc1)Cc1ncc(-c2ccc(F)cc2)o1 |
| 10% | CCCn1nc(C(=O)Nc2nc(-c3ccc(NC(C)=O)cc3)cs2)c2ccccc2c1=O |
| 70%[activator] | COCC(=O)N[C@@H]1CN(Cc2sccc2C)CC[C@@H]1c1n[nH]c(C)n1 |
| 27% | O=C(NC1CCCc2c1cnn2-c1ccc(F)cc1F)c1c(F)cccc1Cl (stereo unspecified) |
| -26% | O=C(O)c1ccc(/C=C/C(=O)c2ccco2)cc1 |
| u | COc1ccc(OC)c(C(=O)COC(=O)CCC(=O)c2ccc(Cl)cc2)c1 |
| 22% | CCOCCOc1cccc(C(=O)N2C[C@@H](N(C)C)[C@H](C(C)C)C2)c1 |
| 67%[activator] | Cc1ccccc1NC(=O)CC[C@H]1NC(=O)c2ccccc2NC1=O |
| 42% | O=C1CCN(C(=O)C2CCN(S(=O)(=O)Cc3ccccc3)CC2)CCCCCCN1 |
| 16% | COc1ccc(CCC(=O)NCC(O)COCc2ccc(OC)cc2)cc1 (stereo unspecified) |
| 38% | COc1ccc(CCC(=O)N2C[C@@H](C(N)=O)[C@H](c3nc(C)no3)C2)cc1OC |
| u | NC(=O)Cn1nc(-c2cccc([N+](=O)[O-])c2)c2ccccc2c1=O |
| u | Cc1nc(CCNS(=O)(=O)c2c(C)noc2C)no1 |
| 13%[176 µM] | COc1ncccc1-c1cnc2[nH]cc(CC(=O)NC(C)C)c2c1 |
| 28% | Cc1cc(=O)n2c3ccccc3n(CC(O)CN3CCN(c4ccccc4)CC3)c2c1C#N (stereo unspecified) |
| u | Cc1ccc(NC(=O)C2=Cc3cc(Cl)ccc3OC=C2)cc1 |
| -3% | CCOC(=O)Nc1cccc(N2CCn3c(nc4ccccc43)C2)c1 |
| 19% | COc1ccc(C2Cn3nnc(-c4noc(CCC5CCCC5)n4)c3CO2)cc1 (stereo unspecified) |
| u | O=C1N(CCc2ccccc2)c2ccccc2C12CCN([S+](=O)([O-])c1cccc(C(F)(F)F)c1)C2 (stereo unspecified) |
| -12% | CC(NC(=O)NOCc1ccccc1)c1ccc(NC(=O)C2CC2)cc1 (stereo unspecified) |
| 62%[activator] | COc1ccc(-c2cnc3n2CC(C(=O)N2CCCCC2)CC3)cc1 (stereo unspecified) |
| 42%[activator] | CC(C)COc1ccccc1N |
| 39%[activator] | Cc1ccc(C(=O)N2CCN(c3cc(-c4ccccc4)[nH]n3)CC2)cc1 |
| 24% | CC(C)C(=O)NCC1(C)CC(NC(=O)C(C)C)CC(C)(C)C1 (stereo unspecified) |
| 10%[176 µM] | COc1ccc(CN2CCNc3cnc(OCc4cccnc4)cc3C2)cc1 |
| 62%[activator] | Cc1cnc(CC2CCCN(Cc3ccc(C#N)cc3)C2)n1C(C)C (stereo unspecified) |
| u | CCOc1ccc(-c2[nH]c3c(c2-c2ccc(OC)cc2)c(=O)[nH]c(=O)n3C)cc1OC |
| u | COc1ccc2[nH]cc(CCNc3cc(-c4ccccc4C)ncn3)c2c1 |
| 0% | CC1CCC(C(C)C)C(P(=O)(c2ccccc2)c2ccccc2)C1 (stereo unspecified) |
| u | O=C(NCc1nnc2n1C(C(=O)O)CC2)c1ccc2c(c1)OC(F)(F)O2 (stereo unspecified) |
| 14% | CCC1=C(C(=O)OC)C(c2ccccc2F)N2C(CC(=O)N3CCC(C)CC3)=CSC2=N1 (stereo unspecified) |
| 0% | Cc1cccc(C)c1-n1nnnc1C1(C)CCC(=O)N1CC1CCCCC1 (stereo unspecified) |
| 31% | CCn1c(C2CCN(C(=O)CCc3ccccc3OC)CC2)nn(C)c1=O |
| 41%[activator][176 µM] | C[C@H]1CCCN1C(=O)c1nnc(COc2cccc(C(F)(F)F)c2)n1-c1ccccc1 |
| 107%[activator] | N[C@@H](Cc1cnc[nH]1)C(=O)N1CCC(c2cc(-c3ccccc3Cl)n[nH]2)CC1 |
| -6% | COc1ccc(Oc2ncc3nc(CCc4ccccc4)c(=O)n(C4CC4)c3n2)cc1 |
| u | Cc1nc2cc(NC(C)C(=O)Nc3ccc(C(C)C)cc3)ccc2o1 (stereo unspecified) |
| 18% | CCc1c(C(=O)Nc2cccc(NC(=O)COC)c2)cnn1-c1ccc(OC)nn1 |
| u | COCc1nc2nc(-c3ccccc3)c(Nc3ccc(F)cc3)cc2n1C |
| 30% | CC(C)N[C@H]1CS(=O)(=O)C[C@@H]1S(=O)(=O)c1ccccc1 |
| 43%[activator] | CC(C)NC(=O)N1CCOc2ccc(CCC(=O)NCCc3cccnc3)cc2C1 |
| 30%[activator] | Cc1nn(-c2nc3ccccc3o2)c2c1C(c1ccc(C#N)cc1)CC(=O)N2 (stereo unspecified) |
| 11%[57.4 µM] | COc1ccc(NC(=O)N2CC[C@@]3(CCCN(C(=O)c4c(C)noc4C)C3)C2)cc1 |

(listing goes on)
| ALOX12 inh | Structure |
| --- | --- |
| -3% | CCc1cc(C(=O)OC)c(NC(=O)Cc2ccccc2Cl)s1 |
| u | CCCCCNC(=O)NCCc1c[nH]c2ccccc12 |
| -13% | COc1ccccc1N(CCC#N)C(=O)CSc1ncnc2sc3c(c12)CCC3 |
| u | Cc1ccc(C)n1-c1c(C(=O)N2CCCC2)sc2ncccc12 |
| -4% | CC(C)(O)C1=C[N+](=O)CC=C1 |
| 48%[activator] | N/C(=N\c1ncccn1)Nc1ccccc1 |
| 13% | Cc1oc2c(c1C(=O)N(C)CC(=O)N1CCOCC1)CN(Cc1ccc(F)cc1)CC2 |
| 34%[activator] | O=C(NC1CCN(c2cc(-c3cccs3)[nH]n2)CC1)c1cccc(OC(F)(F)F)c1 |
| 2% | CNC(=O)N/C=C(/C#N)C(=O)OC |
| 11% | Cc1[nH]nc2c1C(c1ccccc1OCc1ccc(F)cc1)CC(=O)N2 (stereo unspecified) |
| 40%[activator][176 µM] | O=C1Nc2ccccc2OCC12CCN(Cc1ccncc1)CC2 |
| 50%[activator] | COCCc1noc([C@@H]2CN(C3CCCC3)C[C@H]2CO)n1 |

High-throughput results (PubChem)

A portion of the library (hit frequency here may not be typical).
